# Screening results (PubChem)
# STAT1 blocker: STAT1 signaling inhibitors, primary screen, cell-based, HTS, luciferase reporter; NIH 3T3 STAT1-luciferase reporter, IFN-gamma, luminescence; inhibition, % at 5.5 µM; 0.35% of 200,000 active; AID 920, 2007;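 active means inhibition above a set limit, the mean inhibition across all tested compounds plus 3 SD, cut at about 34% in these data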;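 further: 0% = IFN-gamma with DMSO and 100% = IFN-gamma with 300 µM nifuroxazide; values of inactives mirror those of a sister screen read the other way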
# FLuc inh counter: firefly luciferase enzyme inhibitors, primary screen, artefact control for luciferase-based inhibitor screens, biochemical, luminescence, ATPLite; 10 min; inhibition, % at 10 µM; 1.5% of 200,000 active; Luciferin 4-monooxygenase (Photinus pyralis), P08659; AID 1006, 2008;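 active means inhibition above about 50% when tested at 10 µM, limit read from the data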
# Target sequence (P08659 whole entry, looked up): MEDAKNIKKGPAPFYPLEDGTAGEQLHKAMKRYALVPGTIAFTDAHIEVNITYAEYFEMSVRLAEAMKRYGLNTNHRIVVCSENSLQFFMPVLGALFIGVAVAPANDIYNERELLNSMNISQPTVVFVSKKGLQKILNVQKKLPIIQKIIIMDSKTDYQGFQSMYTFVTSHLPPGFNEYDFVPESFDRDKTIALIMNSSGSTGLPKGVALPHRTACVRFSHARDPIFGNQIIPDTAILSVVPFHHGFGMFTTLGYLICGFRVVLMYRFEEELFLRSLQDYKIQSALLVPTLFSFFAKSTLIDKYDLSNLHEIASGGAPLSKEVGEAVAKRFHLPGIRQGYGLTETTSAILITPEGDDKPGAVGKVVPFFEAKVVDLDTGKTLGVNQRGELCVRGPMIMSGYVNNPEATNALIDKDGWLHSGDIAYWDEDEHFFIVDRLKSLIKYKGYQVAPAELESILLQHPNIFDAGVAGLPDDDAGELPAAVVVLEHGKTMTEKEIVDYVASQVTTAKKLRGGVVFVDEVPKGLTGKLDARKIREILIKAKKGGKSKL
# APP 5'UTR act: activators of APP 5'UTR luciferase reporter, primary screen, SH-SY5Y cells | SH-SY5Y APP 5'UTR luciferase reporter, luminescence; zero percent = DMSO vehicle wells | 1% of 190,000 active | activation, % at 2 µM;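 active means activation above a set limit, based on mean plus 3 SD of controls, cut at about 140% in these data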; further: values of inactives mirror those of a sister screen read the other way
# RAM inhibit: inhibitors of the yeast RAM network, primary screen, dse1pr::URA3 reporter, 5-FOA selection; S. cerevisiae dse1pr::URA3 reporter, 5-FOA growth OD615, 2 d; analog-sensitive cbk1-as2 kinase mutant strain; inhibition, % at 50 µM; 1.8% of 190,000 active; AID 868, 2007;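 active means inhibition above a set limit, 3 SD over mean compound inhibition, cut at about 8.4% in these data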;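 further: 0% = DMSO-only wells with no growth and 100% = 10 µM 1-NA-PP1 full growth; inhibition rescues growth on 5-FOA so higher OD means more RAM inhibition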
# STAT3 inh: IL-6 driven STAT3 reporter inhibitors, primary screen, U3A cells, luciferase, luminescence, MLSCN library; IL-6 STAT3-luciferase reporter; host cell line lacks STAT1; inhibition, % at 5.5 µM; 0.89% of 190,000 active;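 active means inhibition above the mean inhibition across all screened compounds plus 3 SD, cut at about 44% in these data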;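 further: 0% = DMSO only wells and 100% = 100 µM nifuroxazide control wells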
# Hsp70 act: Hsp70 transcriptional activators, primary screen, cell-based, HeLa, Hsp70 promoter luciferase, luminescence, 10 µM | HeLa Hsp70 promoter luciferase reporter; scaled: vehicle 0, proteasome-inhibitor control 100% | activation, % at 10 µM | 0.04% of 200,000 active | AID 1203, 2008;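 active means activation above the mean across all tested compounds plus 3 SD, cutoff set per campaign, cut at about 5.5% in these data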;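 further: 100% = MG132 at 30 µM as the positive control and 0% = DMSO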
# STAT3 activator: IL-6 driven STAT3 reporter potentiators, primary screen, U3A cells, luciferase, luminescence, MLSCN library. AID 871, 2007. IL-6 STAT3-luciferase reporter; 100% = signal with IL-6 EC80 alone. activation (% of control), % at 5.6 µM. 0.91% of 190,000 active;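 active means activation above the screen-wide mean of compound activation plus 3 SD, cut at about 130% in these data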;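 further: 0% = background luminescence of wells with medium and substrate only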
#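 Test system: human U3A cells carrying STAT3-luciferase construct; control set: IL-6-only wells as 100% reference; timing: compound pre-incubation 1 h before IL-6, then 6 h stimulation at 37 °C; also added: IL-6 stimulus at 33 ng/mL final; evaluation: % activation versus median of IL-6-stimulated wells; detection: reporter luminescence signal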
# APP 5UTR inh: inhibitors of APP translation via 5'UTR reporter, primary screen, APP 5'UTR luciferase, SH-SY5Y cells | SH-SY5Y APP 5'UTR-luciferase reporter, luminescence | inhibition, % at 2 µM | 0.82% of 190,000 active;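 active means inhibition above a set limit, derived from the sample mean plus 3 SD, cut at about 45% in these data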; further: values of inactives mirror those of a sister screen read the other way
# NF-kB expr up: activators of NF-kB expression in neurons, primary screen, cell-based, HTS; human neuronal cells, NF-kB reporter expression; active compounds read high; fold change at 12.5 µM; 1.6% of 190,000 active; in the data active means fold change above about 3.3
# STAT1 act: STAT1 signaling activators, primary screen, cell-based, HTS, luciferase reporter; AID 932, 2007; activation (% of control), % at 5.5 µM; NIH 3T3 STAT1-luciferase reporter, IFN-gamma, luminescence; 100% = IFN-gamma alone, no compound; 2.6% of 200,000 active;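 active means activation above the screen-wide mean activation plus 3 SD, cut at about 130% in these data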;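 further: raw ratio to IFN-gamma control signal so 100% means no change and 0% no light; values of inactives mirror those of a sister screen read the other way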
# * = called active by the depositor; . = no result given.
1. CC(=O)c1c(C)[nH]c(C(=O)N2c3ccccc3CC2C)c1C (stereo not drawn)
2. C=CCNC(=O)c1ccc(-c2nc(-c3ccccc3)cs2)cc1
3. O=C(NCc1ccc2c(c1)OCO2)C1CCC(=O)N1C1CCCC1 (stereo not drawn)
4. O=C(O)C1C2CCC(C2)C1C(=O)NCc1ccccn1 (stereo not drawn)
5. O=C(Nc1c2c(nc3ccccc13)CCCC2)c1ccccc1Cl
6. COC(=O)c1cc(OC)c(OC)cc1NC(=S)N1CCCC1
assay / compound	1	2	3	4	5	6
STAT1 blocker	5	-51	-2	-3	3	0
FLuc inh counter	-6	2	-5	-3	-3	2
APP 5'UTR act	1	57	10	16	10	-6
RAM inhibit	1.2	8.3	-0.5	0.4	1.5	0.5
STAT3 inh	16	12	7	-4	-3	12
Hsp70 act	-0.3	-0.1	0.3	-0.1	-0.3	0.0
STAT3 activator	91	99	105	107	104	95
APP 5UTR inh	-1	-57	-10	-16	-10	6
NF-kB expr up	1.4	2.1	1.1	1.1	0.91	1.4
STAT1 act	96	146*	101	103	98	98

7. C=C(C)CN1CCN(c2ccc(N3C(=O)CCCC3=O)cc2[N+](=O)[O-])CC1
8. COCCn1c(SCc2cc(C(C)=O)ccc2OC)nc2cc(Cl)ccc2c1=O
9. O=C(Nc1ccc(N2CCOCC2)cc1)C1CC(=O)N(c2ccc(Cl)cc2)C1 (stereo not drawn)
10. CCOCCOc1nc2c(c(=O)n(C)c(=O)n2C)n1CCc1ccccc1
11. COC(=O)c1c(C(=O)OC)c(-c2ccc(C)cc2)n2c1CS(=O)C2 (stereo not drawn)
12. CCC(C)N(CC(=O)Nc1cccc(C)c1C)C(=O)CCl (stereo not drawn)
assay / compound	7	8	9	10	11	12
STAT1 blocker	-4	-3	-7	8	7	38*
FLuc inh counter	1	-6	-8	-3	-4	-7
APP 5'UTR act	9	-13	11	0	10	-6
RAM inhibit	1.0	6.3	1.6	0.0	0.7	0.7
STAT3 inh	0	8	1	8	4	70*
Hsp70 act	-0.5	-0.1	-0.2	-0.5	-0.2	-0.1
STAT3 activator	103	97	105	96	100	42
APP 5UTR inh	-9	13	-11	0	-10	6
NF-kB expr up	.	0.54	0.98	0.87	0.99	0.1
STAT1 act	103	103	105	98	94	64

# Some entries already given with just STAT3 activator.
cpd	SMILES	STAT3 activator
10	CCOCCOc1nc2c(c(=O)n(C)c(=O)n2C)n1CCc1ccccc1	96
11	COC(=O)c1c(C(=O)OC)c(-c2ccc(C)cc2)n2c1CS(=O)C2 (stereo not drawn)	100

# (further entries)
13. CCC(Sc1nc(C)cc(=O)[nH]1)C(=O)Nc1nc2c(s1)CCCC2 (stereo not drawn)
14. CC/S(C)=N/S(=O)(=O)c1ccc(C)cc1 (stereo not drawn)
15. CCOC(=O)NC(NCc1ccccc1Cl)(C(F)(F)F)C(F)(F)F
16. Cc1ccc2c(c1)C=CC(C)(C)S2=O (stereo not drawn)
17. COc1ccccc1NC(=O)CSc1nnc(COc2ccccc2OC)n1C
18. COc1cc(/C=N/OCC(=O)Nc2cc(C)on2)ccc1OCc1ccccc1
assay / compound	13	14	15	16	17	18
STAT1 blocker	-4	3	7	2	2	7
FLuc inh counter	6	-2	-1	-3	-6	-4
APP 5'UTR act	9	11	23	-9	-3	8
RAM inhibit	-0.1	1.0	4.5	-0.6	-0.8	8.3
STAT3 inh	11	9	-1	-8	-1	2
Hsp70 act	0.0	-0.1	0.3	-0.2	-0.2	-0.1
STAT3 activator	96	93	107	109	106	98
APP 5UTR inh	-9	-11	-23	9	3	-8
NF-kB expr up	1.2	1.2	0.98	1.1	0.81	1.4
STAT1 act	104	98	94	98	97	94

# Record cards, from the list above. Order of screens: STAT1 blocker, FLuc inh counter, APP 5'UTR act, RAM inhibit, STAT3 inh, Hsp70 act, STAT3 activator, APP 5UTR inh, NF-kB expr up, STAT1 act
# `CC/S(C)=N/S(=O)(=O)c1ccc(C)cc1` (stereo not drawn) in the list: 3, -2, 11, 1.0, 9, -0.1, 93, -11, 1.2, 98
# `COc1cc(/C=N/OCC(=O)Nc2cc(C)on2)ccc1OCc1ccccc1` in the list: 7, -4, 8, 8.3, 2, -0.1, 98, -8, 1.4, 94

# Other compounds:
19. NCCCNC(=O)c1ccc(/C=N/O)nc1
20. COc1ccc(C(=O)N2c3cc4c(cc3C(C)=CC2(C)C)OCO4)cc1
21. Cc1nc(N2CCN(C)CC2)[nH]c(=O)c1Cc1cccc2ccccc12
22. O=C(O)CCn1[nH]c(=O)c2ccccc2c1=O
23. CCSc1nnc(NC(=O)c2cc(-c3ccc(C)c(C)c3O)n[nH]2)s1
24. CCOc1ccc(NC(=O)Cn2nnc(-c3ccccc3NC(=O)c3cccs3)n2)cc1
assay / compound	19	20	21	22	23	24
STAT1 blocker	-3	10	0	-2	-2	-2
FLuc inh counter	-7	6	-3	-6	1	-6
APP 5'UTR act	-6	6	-9	6	0	2
RAM inhibit	-0.1	3.7	-0.4	0.5	3.6	8.4*
STAT3 inh	4	8	5	0	16	18
Hsp70 act	0.0	-0.5	-0.4	-0.1	-0.2	0.0
STAT3 activator	100	96	96	104	86	89
APP 5UTR inh	6	-6	9	-6	0	-2
NF-kB expr up	0.99	0.76	0.97	1	1.3	1.4
STAT1 act	101	91	100	102	102	101

25. O=C(O)c1cc(-c2ccncc2)nc2ccc(F)cc12
26. CN(Cc1ccccc1)S(=O)(=O)c1ccc2c(c1)OCCO2
27. Cc1cc(C)c(C(=O)Nc2ccc(S(=O)(=O)Nc3onc(C)c3C)cc2)c(C)c1
28. Cc1ccc(C(=O)NC(=S)NCC2CCCO2)cc1Br (stereo not drawn)
29. COC(=O)CCN(C(=O)c1ccc(C)c([N+](=O)[O-])c1)c1ccccn1
30. CCS(=O)(=O)c1ccc2oc(SCC(=O)N3c4ccccc4CC3C)nc2c1 (stereo not drawn)
assay / compound	25	26	27	28	29	30
STAT1 blocker	5	6	-9	-17	-3	-5
FLuc inh counter	1	-5	-4	-8	2	-7
APP 5'UTR act	-5	9	23	36	-3	12
RAM inhibit	1.1	2.5	4.3	-0.7	0.7	3.9
STAT3 inh	-1	-1	8	-7	16	5
Hsp70 act	-0.2	-0.4	0.0	0.0	-0.3	0.2
STAT3 activator	101	104	97	110	95	97
APP 5UTR inh	5	-9	-23	-36	3	-12
NF-kB expr up	1.2	0.86	1.2	1.9	1.1	0.68
STAT1 act	95	95	108	115	102	105

31. CCn1cc(C(=O)NCc2ccco2)c(=O)c2cc(S(=O)(=O)N3CCc4ccccc4C3)ccc21
32. CCCn1c(SCC(=O)NCC2CCCO2)nc2c1c(=O)n(C)c(=O)n2C (stereo not drawn)
33. CC(=O)Nc1ccc(S(=O)(=O)NCCc2ccccc2)cc1
34. Cc1[nH]n(-c2ccccc2)c(=S)c1C=NCCCN=Cc1c(C)[nH]n(-c2ccccc2)c1=S
35. COc1ccc(S(=O)(=O)Nc2ccccn2)cc1C
36. O=C(CSc1nnc(-c2csc3c2CCCC3)o1)Nc1ccccc1
assay / compound	31	32	33	34	35	36
STAT1 blocker	5	1	9	1	0	-42
FLuc inh counter	-8	-7	-2	10	-9	0
APP 5'UTR act	2	11	6	7	-7	203*
RAM inhibit	3.6	0.7	0.4	1.2	-0.2	2.0
STAT3 inh	14	10	-1	-1	14	4
Hsp70 act	0.2	-0.3	0.0	-0.1	-0.3	-0.3
STAT3 activator	96	100	102	105	94	104
APP 5UTR inh	-2	-11	-6	-7	7	-203
NF-kB expr up	1.3	0.95	0.93	0.81	0.99	3.4*
STAT1 act	96	99	85	99	98	138*

37. O=[N+]([O-])c1ccccc1S(=O)(=O)Oc1ccccc1/C=N/n1cnnc1
38. Cc1nnc(SCC(=O)N2CCc3ccccc32)n1-c1ccccc1
39. CC(Cc1cccs1)NC(=O)Nc1cccc(Cl)c1 (stereo not drawn)
40. COc1cc(C2NCCc3c2[nH]c2ccccc32)ccc1OC(C)C (stereo not drawn)
41. CC(C)(C)c1ccccc1NC(=O)c1cccnc1
42. O=C1C2C3C=CC(C4CC34)C2C(=O)N1c1ccc2c(c1)OCO2 (stereo not drawn)
assay / compound	37	38	39	40	41	42
STAT1 blocker	0	0	2	-1	2	-5
FLuc inh counter	-7	4	0	-5	-7	34
APP 5'UTR act	-6	-13	25	1	14	2
RAM inhibit	0.0	5.2	3.0	0.5	1.5	1.6
STAT3 inh	-5	-8	-4	9	0	6
Hsp70 act	0.0	-0.2	-0.1	-0.2	0.3	0.0
STAT3 activator	102	110	101	97	102	105
APP 5UTR inh	6	13	-24	-1	-14	-2
NF-kB expr up	1	1	1.4	0.98	1.2	1.2
STAT1 act	100	100	98	101	103	104

43. CC(/C=C/c1ccc2c(c1)OCO2)=N/NC(=O)c1ccc(C)nc1
44. CC(=O)N1CCN(C(=S)c2cccc([N+](=O)[O-])c2)CC1
45. CCCN(CCC)c1nc(Cl)nc(NCCN2CCOCC2)n1
46. CCSc1nnc(NC(=O)CSc2nnc(Cc3cccn3C)n2-c2ccc(C)cc2)s1
47. CC(C)(C)NC(=O)C(c1cccs1)N(CC1CCCO1)C(=O)c1ccc(-c2ccccc2)[nH]1 (stereo not drawn)
48. CCN1CCN(c2ncc(C(=O)N3CCCc4ccccc43)c3ccccc23)CC1
assay / compound	43	44	45	46	47	48
STAT1 blocker	-7	6	7	-9	0	-3
FLuc inh counter	1	0	-2	-2	0	-5
APP 5'UTR act	13	-20	-13	-1	16	9
RAM inhibit	0.8	0.4	0.1	5.1	4.5	-0.5
STAT3 inh	-3	-3	9	-8	-1	7
Hsp70 act	0.4	0.1	-0.1	-0.2	-0.3	-0.2
STAT3 activator	102	106	96	109	102	99
APP 5UTR inh	-13	20	13	1	-16	-9
NF-kB expr up	1.2	1.1	1	1.1	0.85	0.85
STAT1 act	106	94	95	110	100	101

49. CN(C[C@H](Cc1ccccc1)N(C[C@H](Cc1ccccc1)N(CCc1cc(C(F)(F)F)cc(C(F)(F)F)c1)N=O)N=O)N=O
50. CCc1ccccc1NC(=O)CN(C)C(=O)CSc1nnc(Nc2cccc(C)c2)s1
51. NC(=O)c1ccc(Oc2ccc3ccc(=O)oc3c2)c([N+](=O)[O-])c1
52. CCNC(=S)NNC(=O)c1cc(-c2ccc(OC)cc2)nc2ccccc12
53. COc1ccc(CCNS(=O)(=O)c2ccc3c(c2)OCCO3)cc1
54. O=C(OCn1nnc2ccccc2c1=O)c1ccc2ccccc2n1
assay / compound	49	50	51	52	53	54
STAT1 blocker	3	-5	6	21	2	-4
FLuc inh counter	-3	5	-2	96*	-6	-6
APP 5'UTR act	18	-12	7	103	23	24
RAM inhibit	7.1	2.9	1.8	2.2	0.8	0.5
STAT3 inh	.	-2	6	74*	3	5
Hsp70 act	-0.2	0.2	-0.3	-0.4	0.0	-0.3
STAT3 activator	.	102	100	37	101	102
APP 5UTR inh	-18	12	-7	-103	-23	-24
NF-kB expr up	0.88	1.2	1.3	4.1*	0.99	0.97
STAT1 act	99	104	94	82	98	104
